Bioassay records deposited in PubChem by several laboratories.
LMPTP inh – LMPTP (human) inhibition; recombinant LMPTP-A, OMFP fluorogenic substrate, fluorescence intensity; inhibition, % at 20 µM; 360,000 compounds, 0.22% hits; AID 651560;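 active = compounds that cut the enzyme signal by at least half of the control window in the single-dose screen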;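 also: plate controls were DMSO wells with enzyme plus substrate for no effect and substrate without enzyme for full effect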
Target sequence (P24666 whole entry, looked up): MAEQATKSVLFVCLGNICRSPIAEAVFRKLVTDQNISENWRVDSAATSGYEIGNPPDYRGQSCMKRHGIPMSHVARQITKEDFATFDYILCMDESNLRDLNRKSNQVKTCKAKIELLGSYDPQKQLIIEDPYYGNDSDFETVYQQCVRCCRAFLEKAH
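Test system – LMPTP-A phosphatase enzyme · Quantity – 0.625 nM LMPTP-A final · Reagent – OMFP substrate, 400 µM final · Dosing – one test concentration per compound, 20 µM, with 3% DMSO overall · Timing – 50 min enzyme reaction at room temperature, protected from light · Detection – fluorescence intensity · Controls – substrate-only low control, DMSO enzyme-plus-substrate high control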
DNMT1 block – blocks human DNA methyltransferase DNMT1; DNMT1 molecular beacon, Hinp1I cleavage, fluorescence; inhibition (reported as % activation of signal), % at 10 µM; 360,000 compounds, 0.83% hits; in the data active = inhibition above about 50%
Neddyl block – cullin neddylation inhibition. P61081+Q13564. TR-FRET cullin neddylation, biochemical. calls only at 25 µM. 360,000 compounds, 0.58% hits. AID 651699; in the data active = inhibition above about 36%
SUMO1 PPI mod – SUMO1-SIM interaction modulation; SUMO1 binding to a labelled peptide, TR-FRET, 1 h; inhibition, % at 20 µM; 360,000 compounds, 0.33% hits; AID 602429; in the data active = inhibition above about 37%
Target sequence (P63165 whole entry, looked up): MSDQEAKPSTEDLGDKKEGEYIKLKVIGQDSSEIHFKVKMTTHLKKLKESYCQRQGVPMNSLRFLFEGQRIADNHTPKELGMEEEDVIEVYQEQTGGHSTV
Scp1 inh – blocks human Scp-1 phosphatase activity | Q9GZU7 | Recombinant Scp1, phosphopeptide, malachite green phosphate absorbance | AID 493091 | 340,000 compounds, 0.88% hits | inhibition, % at 20 µM;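 active = inhibition above about 50% at 20 µM, limit read from the data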;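 also: plate controls were DMSO wells with enzyme for no effect and wells lacking enzyme for full effect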
Target sequence (Q9GZU7 76-261 limits assumed): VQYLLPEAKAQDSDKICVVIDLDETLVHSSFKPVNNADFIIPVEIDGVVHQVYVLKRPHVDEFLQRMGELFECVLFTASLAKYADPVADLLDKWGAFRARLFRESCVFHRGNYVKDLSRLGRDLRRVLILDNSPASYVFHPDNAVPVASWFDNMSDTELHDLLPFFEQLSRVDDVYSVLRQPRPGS
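Test system: SCP-1 phosphatase catalytic domain, residues 76-261; measured by: colorimetric phosphate reagent with accelerator and stabiliser, absorbance at 630 nm; timing: enzyme reaction 45 min at room temperature, colour 5 min, stabilisation 30 min; also added: Phosphorylated 17-residue peptide substrate; compound dosing: one concentration, 20 µM, with 1.0% DMSO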
Rpn11 block – Rpn11 (human) deubiquitinase inhibition. O00487. human 26S proteasome, Ub4-pepOG fluorescence polarization; 20S core pre-blocked with epoxomicin. calls only at 20 µM. 360,000 compounds, 0.59% hits. AID 588493;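 active = inhibition at 20 µM, scaled to each plate's controls, above about 33%, limit read from the data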
STEP inh – inhibitors of human striatal-enriched phosphatase STEP; recombinant STEP, OMFP fluorogenic substrate, fluorescence; AID 588621; P54829; inhibition, % at 20 µM; 360,000 compounds, 0.25% hits;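 active = inhibition at 20 µM, scaled per plate between control wells, above about 37%, limit read from the data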;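 also: 0% = DMSO with enzyme and substrate and 100% = substrate only without enzyme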
Target sequence (P54829 whole entry, looked up): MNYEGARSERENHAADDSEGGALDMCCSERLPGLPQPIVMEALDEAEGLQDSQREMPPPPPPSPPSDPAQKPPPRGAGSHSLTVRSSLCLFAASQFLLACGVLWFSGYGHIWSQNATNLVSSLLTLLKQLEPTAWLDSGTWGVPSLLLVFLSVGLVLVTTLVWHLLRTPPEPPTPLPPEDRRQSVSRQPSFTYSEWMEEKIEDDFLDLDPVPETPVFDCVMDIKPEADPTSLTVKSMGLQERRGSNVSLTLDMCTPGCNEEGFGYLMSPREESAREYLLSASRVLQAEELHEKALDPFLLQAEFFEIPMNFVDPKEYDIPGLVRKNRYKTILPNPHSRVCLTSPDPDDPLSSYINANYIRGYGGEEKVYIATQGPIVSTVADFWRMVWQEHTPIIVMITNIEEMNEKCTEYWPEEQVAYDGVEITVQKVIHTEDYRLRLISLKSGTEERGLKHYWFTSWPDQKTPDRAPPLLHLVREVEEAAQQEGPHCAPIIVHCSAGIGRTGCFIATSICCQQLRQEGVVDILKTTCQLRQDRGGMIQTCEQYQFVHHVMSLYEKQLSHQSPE
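medium = Bis-Tris buffer pH 6.0, 2.5 mM DTT, 0.005% Tween 20 | test system = STEP (striatal-enriched tyrosine phosphatase) enzyme, cell-free | measure = normalized % inhibition | compound dosing = 20 µM, 1% DMSO | also added = 25 µM OMFP | schedule = reaction 20 min, ambient temperature | measured by = fluorescence read at 480 nm ex / 540 nm em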
CSN deneddyl inh – inhibitors of human CSN-mediated cullin deneddylation; AID 651999; 360,000 compounds, 0.38% hits; Purified CSN, SCF-Nedd8-OG deneddylation, fluorescence polarization; inhibition, % at 12.5 µM;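 active = pattern-corrected inhibition above about 35%, with an unprinted fluorescence ratio check between 0.5 and 1.5, limit read from the data, passing the limit was not always enough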;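 also: 0% = enzyme with substrate and 100% = substrate without enzyme; some results filed as inactive read as strong as hits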
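assay system = purified human Csn5 enzyme expressed in HEK293T cells | amount = 0.24 nM enzyme | buffer or medium = Tris/NaCl/DTT buffer, pH 7.5 | reagent = 10 nM SCFSkp2-Nedd8OG | compound = one concentration, 12.5 µM, 0.25% DMSO | times = 90 min reaction at room temperature | signal = FP | read-out basis = % inhibition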
Rin1 Abl inh – inhibitors of human Rin1-Abl protein interaction | TR-FRET Rin1/Abl binding, biochemical | inhibition, % at 7.35 µM | 360,000 compounds, 0.4% hits | AID 588664; in the data active = inhibition above about 5%, passing the limit was not always enough
NadD inh – blocks S. aureus nicotinate mononucleotide adenylyltransferase. 360,000 compounds, 0.78% hits. purified NadD enzyme, colorimetric absorbance read-out. AID 602399. inhibition, % at 20 µM; in the data active = inhibition above about 26%; also: some compounds past the cut are filed as inactive
The depositor's hits bear a star; i = inactive; · = not tested or not shown.

smiles	Rin1 Abl inh	DNMT1 block	Neddyl block	STEP inh	Scp1 inh	CSN deneddyl inh	Rpn11 block	SUMO1 PPI mod	NadD inh	LMPTP inh
CC12COC3(C(N)=O)CC1CCC32C (stereo not given)	0	0	i	12	-3	-2	i	4	-6	0.3
Nc1nnc(N2CCc3ccccc32)s1	0	0	i	0	-7	-3	i	6	-2	-0.1
Cc1cc(NC(=O)c2cncc(Br)c2)n(-c2ccccn2)n1	1	5	i	1	16	1	i	2	3	-0.1
C=CCn1c(CCc2cc(C(C)(C)C)c(O)c(C(C)(C)C)c2)n[nH]c1=S	4	0	i	-2	1	-2	i	5	-5	0.8
COc1ccccc1-c1oc2ccccc2c1-c1ccccc1OC	-3	-8	·	3	-8	-4	i	4	-9	-2.2
Nc1cccnc1Oc1ccc(F)cc1	2	1	i	-4	-3	0	i	1	1	-2.0
O=c1c2ccccc2ncn1-c1ccc([N+](=O)[O-])cc1[N+](=O)[O-]	-1	-1	i	1	4	3	i	-40	-2	0.3
COc1cc(/C=C2/SC(N)=NC2=O)ccc1Oc1ccc([N+](=O)[O-])cc1[N+](=O)[O-]	-3	12	i	-1	-5	1	i	-2	16	7.8
Cc1cc(NC(=O)COc2c(C)cccc2C)no1	0	1	i	-3	-10	2	i	-4	-7	-0.4
Cc1cccn2c(=O)c3cc(C(=O)NC4CCS(=O)(=O)C4)sc3nc12 (stereo not given)	-4	3	·	-1	-9	5	i	-26	4	2.6
CCOc1ccc(-c2noc(CCCC(=O)NCC3CCCO3)n2)cc1OC (stereo not given)	1	-1	i	0	1	9	i	-2	1	0.0
Cc1nnc(SCC2=C(C(=O)O)N3C(=O)C(NC(=O)Cc4ccccc4)C3SC2)s1 (stereo not given)	0	11	i	10	47	3	i	9	0	0.4
Cc1ccc(S(=O)(=O)N2CCCC(C(=O)NCC(C)C)C2)cc1 (stereo not given)	-3	2	i	-2	-4	-1	i	4	0	-0.4
S=c1[nH]nc(C2CCCCC2)n1/N=C/c1cccc(Cl)c1Cl	2	3	i	1	-13	-1	i	1	7	0.5
CN(C)S(=O)(=O)c1ccc(Cl)c(NC(=O)CN2CCc3ccccc3C2)c1	3	-9	i	1	-4	-10	i	1	5	2.2

Quoted at random: 2 records from the list.
smiles	Rin1 Abl inh	DNMT1 block	Neddyl block	STEP inh	Scp1 inh	CSN deneddyl inh	Rpn11 block	SUMO1 PPI mod	NadD inh	LMPTP inh
Cc1cc(NC(=O)COc2c(C)cccc2C)no1	0	1	i	-3	-10	2	i	-4	-7	-0.4
Cc1cccn2c(=O)c3cc(C(=O)NC4CCS(=O)(=O)C4)sc3nc12 (stereo not given)	-4	3	·	-1	-9	5	i	-26	4	2.6

Part of the list above with just STEP inh, Rpn11 block and Neddyl block.
SMILES | STEP inh | Rpn11 block | Neddyl block
Cc1ccc(S(=O)(=O)N2CCCC(C(=O)NCC(C)C)C2)cc1 (stereo not given) | -2 | i | i
COc1ccccc1-c1oc2ccccc2c1-c1ccccc1OC | 3 | i | ·
Nc1nnc(N2CCc3ccccc32)s1 | 0 | i | i
CC12COC3(C(N)=O)CC1CCC32C (stereo not given) | 12 | i | i
O=c1c2ccccc2ncn1-c1ccc([N+](=O)[O-])cc1[N+](=O)[O-] | 1 | i | i

Remaining list, next part
smiles	Rin1 Abl inh	DNMT1 block	Neddyl block	STEP inh	Scp1 inh	CSN deneddyl inh	Rpn11 block	SUMO1 PPI mod	NadD inh	LMPTP inh
CC(=O)c1ccc(NC(=O)CSc2nnc(NC(=O)C3CC3)s2)cc1	0	0	i	1	-8	0	i	3	-2	0.0
Cc1cc(C)c(S(=O)(=O)N(C)CC(=O)N2CCCCC2)c(C)c1	1	-1	i	-3	5	-7	i	-5	-3	-1.1
CC(Oc1ccc(Cl)cc1)C(=O)Nc1cccc(S(=O)(=O)N2CCCC2)c1 (stereo not given)	-2	2	i	-2	·	-9	i	-2	0	-1.2
Cc1ccc(C(=O)N/C(=C\c2ccc(-c3cccc([N+](=O)[O-])c3)o2)C(=O)NCCCN(C)C)cc1	-1	3	i	5	-3	-1	i	-34	-11	-0.9
Cc1cc(C(=O)OCC(=O)Nc2cc(C(F)(F)F)ccc2N2CCOCC2)c(C)o1	-3	-5	i	0	-12	3	i	-1	-2	0.8
O=C(N/C(=C/c1cccc([N+](=O)[O-])c1)C(=O)N1CCCCC1)c1cccs1	1	-9	i	1	-5	-2	i	-17	0	-1.1
COCCn1c(N)c(N(Cc2ccccc2)C(=O)C2=COCCO2)c(=O)[nH]c1=O	0	0	i	-1	15	4	i	-6	5	-0.8
Nc1nc2c(s1)COc1ccccc1-2	0	-8	i	2	-8	-7	i	-3	-6	0.4
Cn1c(=O)cc(OCCCC(=O)NCc2ccco2)c2ccccc21	-4	-1	i	2	12	-1	i	5	-3	-1.1
CC(C)CN1CCN(Cc2cccc3cccnc23)CC1CCO (stereo not given)	2	-1	i	0	-4	-5	i	0	-2	-0.3
COc1cc(/C=C2\SC(=S)N(Nc3ncc(C(F)(F)F)cc3Cl)C2=O)cc(OC)c1OC	-3	-8	i	-1	-9	4	i	-4	31*	5.8
CC1Cc2nc(SCC(=O)N3CCc4ccccc43)n(C)c(=O)c2S1 (stereo not given)	-1	-2	i	-2	4	3	i	-2	3	-1.3
COc1ccc(NC(=O)c2c(C(F)(F)F)nn(C)c2Cl)cc1	4	9	i	1	-3	-2	i	2	0	2.4
COc1ccc(/C=C/C(=O)Nc2nc(C)c(C(=O)N(C)C)s2)cc1OC	-8	0	i	0	-8	-19	i	-11	-3	0.5
Cc1ccc(C(=O)c2cc3ccccc3o2)cc1C	-3	-6	i	2	-17	-4	i	-22	-12	4.1

Compounds above with a nitro group on carbon (4):
smiles	Rin1 Abl inh	DNMT1 block	Neddyl block	STEP inh	Scp1 inh	CSN deneddyl inh	Rpn11 block	SUMO1 PPI mod	NadD inh	LMPTP inh
O=c1c2ccccc2ncn1-c1ccc([N+](=O)[O-])cc1[N+](=O)[O-]	-1	-1	i	1	4	3	i	-40	-2	0.3
COc1cc(/C=C2/SC(N)=NC2=O)ccc1Oc1ccc([N+](=O)[O-])cc1[N+](=O)[O-]	-3	12	i	-1	-5	1	i	-2	16	7.8
Cc1ccc(C(=O)N/C(=C\c2ccc(-c3cccc([N+](=O)[O-])c3)o2)C(=O)NCCCN(C)C)cc1	-1	3	i	5	-3	-1	i	-34	-11	-0.9
O=C(N/C(=C/c1cccc([N+](=O)[O-])c1)C(=O)N1CCCCC1)c1cccs1	1	-9	i	1	-5	-2	i	-17	0	-1.1

Going on with the list.
smiles	Rin1 Abl inh	DNMT1 block	Neddyl block	STEP inh	Scp1 inh	CSN deneddyl inh	Rpn11 block	SUMO1 PPI mod	NadD inh	LMPTP inh
Cc1nc2c(-c3ccc(F)cc3)c(C)[nH]n2c(=O)c1Cl	2	2	·	-7	6	-3	i	10	3	-0.9
Cc1cc(C)cc(NC(=O)CSc2nc(=O)n(CCN3CCOCC3)c3c2CCCC3)c1	-1	7	i	3	-9	0	i	3	2	-0.8
FC(F)(F)c1ccc(-n2ccnc2)nc1	-3	-3	i	1	25	4	i	2	0	-0.3
COc1ccccc1C(=O)NC(=O)COC(=O)CCNS(=O)(=O)c1ccccc1	3	-2	i	-2	-1	2	i	5	1	0.5
COc1ccccc1N(C)C(=O)c1cc(S(=O)(=O)N2CCc3ccccc32)cn1C	-2	0	i	0	-5	1	i	-1	2	-0.9
O=C(CC(=O)N/N=C/c1ccc(C(=O)O)cc1)NCCc1ccccc1	1	3	i	-3	1	1	i	-4	-4	0.0
O=C(Nc1ccc(Cl)c(S(=O)(=O)N2CCCCC2)c1)c1cnccn1	0	-2	i	1	-5	4	i	0	8	0.4
Cn1c(=O)c2c(nc(NCCCN3CCOCC3)n2Cc2cccc(Cl)c2)n(C)c1=O	-1	1	i	-2	-4	4	i	5	3	-5.3
O=C(c1cc(-c2ccco2)nc2ccccc12)N1CCN(c2ccc(F)cc2)CC1	-1	-1	i	1	-10	-7	i	-2	2	0.1
Cc1[nH]n(-c2c(Cl)cc(Cl)cc2Cl)c(=O)c1C=Nc1ccc(S(=O)(=O)N2CCOCC2)cc1	0	1	i	-1	-8	0	i	-6	4	-0.1
Cc1cc(=O)c2cc(Br)ccc2[nH]1	8	3	i	3	-4	1	i	2	7	-1.6
CCOC(=O)Cc1csc(NC(=O)CSc2nnc(-c3cccnc3)n2Cc2ccco2)n1	3	0	i	-3	-1	3	i	-2	1	-1.5
O=C(NN=Cc1ccccc1)C(Oc1ccccc1)c1ccccc1 (stereo not given)	3	-2	i	-2	7	1	i	-6	2	0.9
CC1CCN(S(=O)(=O)c2ccc(C(=O)Nc3nnc(-c4ccco4)o3)cc2)CC1	-3	-1	i	3	-2	4	i	6	16	1.0
C[n+]1cccc(NC(=O)c2ccccc2)c1	·	·	i	·	·	-1	·	4	8	-1.2
CCC(C)C(NC(=O)C1CCC(C)CC1)C(=O)NC(C(=O)OC)C(C)C (stereo not given)	1	5	i	-2	-2	-1	i	-1	-3	-0.8
COc1ccc(CCN=C(N)NS(=O)(=O)c2ccccc2)cc1OC	3	1	i	1	-4	-6	i	-4	-1	-0.5
N=c1c(S(=O)(=O)c2ccc(Cl)cc2)cc2c(=O)n3ccccc3nc2n1C1CCCCC1	-2	-5	i	4	5	-1	i	-6	43*	4.2
CCCCOC(=O)C1[C@H]2C(=O)N(Cc3cccs3)C[C@]23C=C[C@H]1O3 (stereo not given in full)	2	-7	i	0	-4	1	i	0	0	-1.9
CCc1c(C)c2c(C)nn(-c3ccccc3)c2oc1=O	0	0	i	2	-9	0	i	0	-6	1.2
CCCOc1ccc(C(=O)CCC(=O)NNC(=O)c2ccncc2)cc1	0	2	i	0	-4	0	i	7	3	-1.0
CC(C)(C)c1ccc(CC(=O)N2CCC2(C)C(=O)NS(=O)(=O)c2ccc(F)cc2F)cc1 (stereo not given)	-7	1	i	-2	·	0	i	1	-8	-1.7
CCCCCC(=O)N1C[C@H](O)[C@@H](n2cc(-c3ccc(F)cc3)nn2)C[C@@H]1c1ccccc1	-3	4	i	-3	·	-4	i	0	-1	-1.1
COc1ccc(Br)cc1-c1nc(CCl)cs1	-79	3	i	-2	-6	1	i	-3	-7	0.6
CC(=O)c1ccc(NC(=S)Nc2cccc3cnccc23)cc1	-5	-7	i	5	-1	19	i	-30	4	5.1
